Compound activity deposited in PubChem BioAssay by NMMLSC.
T cell modulator = modulators of CD8 T cell-vesicle binding, primary screen, mouse 2C CD8+ T cells, flow cytometry; 2C CD8+ T cell-vesicle binding; stronger effect = lower value; calls only at 7 µM; 330,000 compounds, 0.068% hits;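 active = response, share of CD8 T cells binding vesicles, and their 90th percentile fluorescence all below set limits, cut at about 80% in these data, passing the limit was not always enough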
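Material: 2C TCR transgenic mouse naive CD8+ T cells, MACS-purified. Also added: QL9-charged Drosophila Ld/ICAM-1/B7-1 vesicles. Timing: binding 1.5 h at 37 °C. Measured by: high-throughput flow cytometry with anti-B7-1 and anti-CD8 staining. Read-out: percent CD8+ FL2 mean versus row control. Controls: Unloaded micro-vesicles (low), QL9 vesicles with 0.7% DMSO (high).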
T cell modulator vesicle-bound % = also measured in T cell modulator; calls as there; double positive events, %; measured here: CD8+ vesicle-bound cell fraction;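 binding gate set so that unloaded-vesicle control wells show 10% double positive cells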
* hit, by the source's call; i = inactive; + = active, no number. Not all compounds are listed; count on the stated rates, not on these rows.

SMILES	T cell modulator	T cell modulator vesicle-bound %
COc1ccc(CCNC(=O)c2ccc(OCc3c(C)noc3C)cc2)cc1OC	i	12
CCOc1ccc(Oc2ccc(S(=O)(=O)N3CCOCC3)cc2NC(=O)CCNC(C)=O)cc1	i	45
Nc1nc2c(c(=O)[nH]1)CN(Cc1ccccc1)CC2	i	33
Cc1cc(C)n2c(SCC(=O)Nc3ccccc3C#N)nnc2n1	i	39
CC(Oc1ccccc1)C(=O)OCC(=O)Nc1ccc2c(c1)OCO2 (stereo unspecified)	i	39
CC(C)NC(=O)Nc1ccc2c(c1)C(=O)N([C@H](C)CO)C[C@H](C)[C@@H](CN(C)C(=O)Nc1ccc3c(c1)OCO3)O2	i	9
CC(=O)NC(C)c1cc(Cl)c2ccccc2c1O (stereo unspecified)	i	54
CCC/C=C1/CCCOC(C(=O)NCc2cc(C)n(C)n2)(C(F)(F)F)C1 (stereo unspecified)	i	20
Cc1ccc(NC(=O)COC(=O)c2ccc(-n3cccn3)cc2)cc1C	i	48
Cn1c(N)c(C(=O)COC(=O)c2cc(-c3ccccc3)nc3ccccc23)c(=O)n(C)c1=O	i	37
COc1cc(OC)c2cc(C(=O)N/N=C/c3ccccc3O)[nH]c2c1	i	23
CC(=O)Nc1ccc(C2=CC(=O)C[C@H](c3ccc(Cl)cc3)C2)cc1	i	30
COc1cc(Cl)c(C)cc1NC(=O)COC(=O)CCc1nc2ccccc2c(=O)[nH]1	i	12
CCOc1ccc(NC(=O)CN(C)C(=O)Cc2sc(C)nc2-c2ccc(F)cc2)cc1OCC	i	30
COc1cc(CCC(=O)N2CCN(c3ccccc3Cl)CC2)cc(OC)c1OC	i	16

Some of the entries so far, with each value named.
COc1cc(OC)c2cc(C(=O)N/N=C/c3ccccc3O)[nH]c2c1
  T cell modulator: i | T cell modulator vesicle-bound %: 23

CC(=O)Nc1ccc(C2=CC(=O)C[C@H](c3ccc(Cl)cc3)C2)cc1
  T cell modulator: i | T cell modulator vesicle-bound %: 30

COc1cc(Cl)c(C)cc1NC(=O)COC(=O)CCc1nc2ccccc2c(=O)[nH]1
  T cell modulator: i | T cell modulator vesicle-bound %: 12

CCOc1ccc(NC(=O)CN(C)C(=O)Cc2sc(C)nc2-c2ccc(F)cc2)cc1OCC
  T cell modulator: i | T cell modulator vesicle-bound %: 30

The list goes on:
SMILES	T cell modulator	T cell modulator vesicle-bound %
Cc1nc(SCC(=O)Nc2cc(S(=O)(=O)N3CCOCC3)ccc2Cl)nc(C)c1C	i	33
CCCCC/C=C/C1=CC(=O)C[C@H](c2ccc3c(c2)OCO3)C1	i	35
COc1ccccc1CCC(=O)N1CCN(S(=O)(=O)c2cccc(F)c2)CC1	i	24
Cc1ccc2c(CC(=O)Nc3ccc(F)c(S(=O)(=O)N4CCOCC4)c3)coc2c1	i	46
CCCCN(C1CCS(=O)(=O)C1)S(=O)(=O)c1cc(C)ccc1C (stereo unspecified)	i	51
CC(C)(CNC(=O)c1cc2c(s1)CCCC2)N1CCOCC1	+	1.5*
Cc1cc(=O)[nH]c(SCC(=O)N2CCCC2)n1	i	45
COCCn1c(C)cc(/C=C(\C#N)C(=O)OC(C)C(=O)Nc2ccc(NC(C)=O)cc2)c1C (stereo unspecified)	i	30
O=C(CSc1nc(=O)n2ccccc2n1)N1CCN(c2ccccc2)CC1	i	29
CCN(CC(=O)Nc1c(F)cccc1F)C(=O)CCNC(=O)c1ccccc1OC	i	52
N#Cc1ccccc1S(=O)(=O)N1CCN(C(=O)c2cn(-c3ccccc3)nc2-c2cccnc2)CC1	i	38
COc1cc(/C=C/C(=O)OCC(=O)Nc2cccc(F)c2)ccc1O	i	48
O=C(NC(=S)Nc1sc2c(c1C(=O)O)CCCC2)c1ccccc1	i	55
CCN(CC)S(=O)(=O)c1cccc(C(=O)OCC(=O)NCCN2C(=O)CSC2=O)c1	i	38
CN(C)CCCn1c(=O)n(C2CCCCC2)c(=O)c2c3c(sc21)CCCCC3	i	20

Copied from the listing (4 entries):
SMILES	T cell modulator	T cell modulator vesicle-bound %
COc1cc(/C=C/C(=O)OCC(=O)Nc2cccc(F)c2)ccc1O	i	48
O=C(NC(=S)Nc1sc2c(c1C(=O)O)CCCC2)c1ccccc1	i	55
CCN(CC)S(=O)(=O)c1cccc(C(=O)OCC(=O)NCCN2C(=O)CSC2=O)c1	i	38
CN(C)CCCn1c(=O)n(C2CCCCC2)c(=O)c2c3c(sc21)CCCCC3	i	20

The list continues.
SMILES	T cell modulator	T cell modulator vesicle-bound %
COc1ccc([C@H]2CC(=O)C=C(c3ccc(CO)cc3)C2)cc1	i	25
Cc1ccc(-n2ncc3c(=O)n(CC(=O)N4CCN(C(=O)c5ccco5)CC4)cnc32)cc1	i	40
CCOc1ccc(-c2cccc(NS(=O)(=O)c3cc([N+](=O)[O-])ccc3C)c2)nn1	i	24
Cc1cc(Br)c(NC(=O)CSc2n[nH]c(N)n2)c(Br)c1	i	38
Cn1ccc(NC(=O)c2ccc([N+](=O)[O-])cc2)n1	i	29
O=C(NNC(=O)C12CC3CC(CC(Cl)(C3)C1)C2)c1ccncc1	i	39
CC(C)(C)N(Cc1ccccc1)C(=O)CN1C(=O)c2ccccc2S1(=O)=O	i	34
COc1cc(C2C(C(=O)c3ccc(C)o3)=C(O)C(=O)N2Cc2ccccc2)ccc1O (stereo unspecified)	i	7
CCCc1cc(=O)[nH]c(SCC(=O)N(C)C2CCCCC2)n1	i	20
Cc1cc(NC(=O)CSCC(=O)Nc2cc(Cl)ccc2N2CCN(C)CC2)no1	i	61
C/C=C/c1cc(OC)c2c(c1)[C@H](C)[C@@H](c1ccc(O)c(OC)c1)O2	i	34
CCC1OC(=O)C(C)C(OC2C[C@@](C)(OC)C(O)C(C)O2)C(C)C(O[C@@H]2OC(C)CC(N(C)C)C2O)[C@](C)(O)CC(C)C(=NOCOCCOC)C(C)C(O)[C@]1(C)O (stereo partly specified)	i	65
CCCCN(C(=O)CSc1nn(-c2ccc(F)cc2)c(=S)s1)c1c(N)n(CCCC)c(=O)[nH]c1=O	i	32
COc1ccc2oc(C(=O)OCC(=O)N(C)CC(=O)Nc3ccc(C)cc3)c(C)c2c1	i	33
COCCN(C(=O)COC(=O)C12CC3CC(CC(Cl)(C3)C1)C2)c1c(N)n(Cc2ccccc2)c(=O)[nH]c1=O	i	49
C[C@@H]1CN([C@H](C)CO)C(=O)c2cccc(NC(=O)Nc3ccc(C(F)(F)F)cc3)c2O[C@H]1CN(C)S(=O)(=O)c1cccs1	i	17
O=C(c1ccc(-n2cncn2)c([N+](=O)[O-])c1)N1CCN(S(=O)(=O)c2ccccc2F)CC1	i	25
CC1CN(c2nc3c(c(=O)n(C)c(=O)n3C)n2Cc2c(Cl)cccc2Cl)CC(C)O1 (stereo unspecified)	i	23
Cc1ccc(CNC(=O)COc2cc(O)c3c(c2)OC(C)(C)CC3=O)cc1	i	31
Cc1ccc(S(=O)(=O)N(CC2CO2)c2cc(Cl)ccc2Cl)cc1 (stereo unspecified)	i	48
CC1CCN(C(=O)c2nc[nH]c2C(=O)O[C@H](C)c2ccccc2)CC1	i	23
Cc1cccc(N2CCN(C(=O)c3ccc(NC(=O)CC4SC(N5CCCC5)=NC4=O)cc3)CC2)c1C (stereo unspecified)	i	33
COc1ccccc1C(=O)NC(=O)CSc1nncn1C	i	44
CC1CCN(S(=O)(=O)c2ccc(Cl)s2)CC1	i	6
Cc1ccc(S(=O)(=O)N2CCN(C(=O)COC(=O)Cc3cccc(C(F)(F)F)c3)CC2)c(C)c1	i	56
CN(Cc1cccs1)S(=O)(=O)c1ccc(Cl)cc1F	i	42
O=C(NCCOc1ccc(Cl)cc1)C1CC(=O)N(c2ccc3c(c2)OCCO3)C1 (stereo unspecified)	i	34
COc1ccc2cc(C3=CC(=O)C[C@H](c4ccc5c(c4)OCO5)C3)ccc2c1	i	15
Cc1cc(C)c(CN2CCN(C(=O)Cn3ccc(NC(=O)OCc4ccccc4)nc3=O)CC2)c(C)c1	i	42
O=S(=O)(c1ccccc1)N1CCNCC1	i	56
C[C@H]1CN([C@@H](C)CO)C(=O)Cc2cc(NS(=O)(=O)c3ccc(Cl)cc3)ccc2O[C@@H]1CN(C)C(=O)Nc1cccc2ccccc12	i	11
Cc1ccn2c(=O)c(NC(=O)c3cccs3)c(C)nc2c1	i	37
Cc1cc(C)c2nc(NC(=O)CN3C(=O)NC4(CCCC4)C3=O)sc2c1	i	3
CCCCC[C@@H]1C=C(C(=O)O)[C@H](c2ccc(Cl)cc2)N1S(=O)(=O)c1ccc(C)cc1	i	5
O=C(NCCC1CCCCN1S(=O)(=O)c1ccccc1)C(=O)NCc1ccncc1 (stereo unspecified)	i	51
Cc1cc(C)n2nc(C(=O)OCC(=O)Nc3ccc4c(c3)OCCO4)nc2n1	i	47
COc1ccc(CCNc2cc(N3CCN(C(=O)c4ccccc4OC)CC3)ccc2[N+](=O)[O-])cc1OC	i	23
CN(CC(=O)Nc1ccccc1Cl)C(=O)COC(=O)c1ccc(Cl)nc1	i	33
Cc1ccc(S(=O)(=O)N2CCOCC2)cc1NC(=O)COC(=O)COc1cccc2c1OC(C)(C)C2	i	44
CSCCC(NS(=O)(=O)c1ccccc1F)C(=O)NCC(c1ccco1)N(C)C (stereo unspecified)	i	52
Cc1ccc2nc(-c3ccccc3)cc(C(=O)N3CCN(S(=O)(=O)c4c(C)noc4C)CC3)c2c1	i	14
Cc1csc(NC(=O)CN2C(=O)COc3ccc(Cl)cc32)n1	i	24
COc1ccccc1C(=O)NCC(=O)N1CCN(S(=O)(=O)c2ccc3c(c2)OCCO3)CC1	i	35
O=C(CN1C(=O)NC2(CCCCCC2)C1=O)Nc1ccc([N+](=O)[O-])cc1	i	36
O=C1CN(C(=O)COC(=O)c2ccco2)c2ccccc2N1	i	48
CCCCOc1ccc(C(=O)NCC(=O)NNC(=O)c2ccco2)cc1	i	33
O=C(NCCN1C(=O)S/C(=C\c2ccccc2F)C1=O)C1=COCCO1	i	52
Cc1ccc(Nc2nnc(C)c3ccccc23)c(C)c1	i	20
COc1ccc(C(=O)NCC(c2cccs2)N2CCc3ccccc32)c(OC)c1 (stereo unspecified)	i	26
CC(=O)c1ccc(NCC(=O)N2CCN(S(=O)(=O)c3ccccc3)CC2)cc1	i	34
CCN(C[C@H]1N[C@@](Cc2ccccc2)(C(=O)OC)[C@H]2C(=O)N(C)C(=O)[C@@H]12)S(=O)(=O)c1ccc(-c2ccccc2)cc1	i	19
CC(OC(=O)c1cc(O)c2ccccc2c1O)C(=O)Nc1ccc(C(N)=O)cc1 (stereo unspecified)	i	40
C[C@@]12C(=O)Nc3ccc(F)cc3C(=O)N1[C@H]1c3cc(Cl)ccc3OC[C@@H]1[C@@H]2c1ccccc1	i	18
CC1CN(C(=O)COc2coc(CN3CCc4ccccc4C3)cc2=O)CC(C)O1 (stereo unspecified)	i	58
Cc1cc(C)c(NC(=O)CN(C)CC(=O)N(C)CC(=O)Nc2c(Cl)cccc2Cl)c(C)c1	i	25
CCOC(=O)C1CCCN(C(=S)Nc2ccc(S(=O)(=O)N3CCOCC3)cc2)C1 (stereo unspecified)	i	18
CS(=O)(=O)N1CCc2cc(C(=O)Nc3ccccc3Cl)ccc21	i	34
O=C(COC(=O)COc1ccc(Cl)cc1)NC1CCS(=O)(=O)C1 (stereo unspecified)	i	29
Cn1nnnc1SCC(=O)Nc1ccc(C(=O)N2CCN(Cc3ccccc3F)CC2)cc1	i	6
CC(C)(Cc1ccccc1)/[N+]([O-])=C\c1ccccc1	i	43

Further results follow:
SMILES	T cell modulator	T cell modulator vesicle-bound %
COc1cc2cc(C(=O)N[C@@H](Cc3ccccc3)C(=O)O)n(C)c2c(OC)c1OC	i	32
Cc1ccc(S(=O)(=O)N(C)c2ccc(OC(C)C(=O)N3CCCC3)cc2)cc1C (stereo unspecified)	i	34
CC(=O)c1ccc(S(=O)(=O)N(C)CC(=O)NCc2ccco2)cc1	i	22
CCOC(=O)C1CCN(C(=O)COc2ccc3c(C)cc(=O)oc3c2)CC1	i	53
O=C1NC(Cc2ccccc2)c2nc3ccc(Cl)cc3c(=O)n2-c2ccccc21 (stereo unspecified)	i	17
CCCCCN(C(=O)CCC(=O)OCC(=O)N(CC#N)c1ccccc1)c1c(N)n(CCCC)c(=O)[nH]c1=O	i	45
O=C(Cc1ccccc1F)Nc1cc(S(=O)(=O)N2CCOCC2)ccc1N1CCOCC1	i	47
COc1cc(OC)cc(C(=O)Nc2ccc(Cn3ccnc3)cc2)c1	i	22
Cc1cc(Cl)ccc1OCC(=O)OCC(=O)N1CCC(C(N)=O)CC1	i	33
Cc1ccc(S(=O)(=O)N(C)c2ccc(OCC(=O)OCC(=O)N(CC#N)c3ccccc3)cc2)cc1	i	22
COc1ccc(NC(=O)Nc2cccc3c2O[C@H](CN(C)C(=O)Nc2c(C)noc2C)[C@@H](C)CN([C@H](C)CO)C3=O)cc1	i	7
O=C(NCC1CCCO1)c1cccc(NS(=O)(=O)c2ccc(Br)cc2)c1 (stereo unspecified)	i	29
CCC1(CC)NC(=O)N(CC(=O)OCc2nc3cc(C(=O)OC)ccc3c(=O)[nH]2)C1=O	i	48
Cc1cc2occ(CC(=O)N(C)CC(=O)Nc3ccccc3C(F)(F)F)c2cc1C	i	6
C=C1CCN([C@@H](CC(C)C)C(=O)NCc2ccc(Cl)c(Cl)c2)S(=O)(=O)c2ccccc21	i	22
CCC/C=C1/CCCOC(C(=O)NCc2ccc(C)o2)(C(F)(F)F)C1 (stereo unspecified)	i	12
